High-throughput results: PubChem BioAssay, Sanford-Burnham Center for Chemical Genomics
Apaf-1 inh: human Apaf-1 inhibition; O14727; reconstituted apoptosome caspase-3 activity, DEVD-Rh110 fluorescence; inhibition, % at 20 µM; 0.71% of 330,000 active; active means inhibition of at least 40% at 20 µM;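 further: plate controls were DMSO wells for no effect and DEVD-CHO caspase inhibitor wells for full effect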
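Medium: Hepes buffer, pH 7.5 / System: biochemical Apaf-1 apoptosome reconstitution / Measured by: Rh110 fluorescence, excitation 480 nm, emission 540 nm / Times: compound with Apaf-1, dATP, procaspase-3 30 min, then 50 min reaction, room temperature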
HKDC1 inh: blocks human hexokinase HKDC1 activity. Q2TB90. recombinant HKDC1, G6PDH/diaphorase resazurin coupled fluorescence. inhibition, % at 20 µM. 0.16% of 340,000 active. AID 493160;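 active means inhibition above about 35% when tested at 20 µM, limit read from the data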;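 further: plate controls were DMSO wells with enzyme for no effect and DMSO wells lacking enzyme for full effect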
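Incubation: 90 min at room temperature in dark / Material: recombinant HKDC1 (HK5) hexokinase enzyme, produced in-house / Quantity: enzyme 5 µg/mL final / Compound: one dose of 20 µM, 1% DMSO / Reagent: glucose and ATP substrates / Buffer or medium: Tris pH 8.0 buffer with MgCl2, Tween-20, BSA, BME / Technique: resorufin fluorescence at 613 nm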
PfG6PD inh: PfG6PD (Plasmodium falciparum) enzyme inhibition. PfGluPho enzyme, NADPH resazurin-diaphorase fluorescence. inhibition, % at 20 µM. 0.78% of 350,000 active. AID 504690;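 active means inhibition reaching at least a set limit at 20 µM in the primary screen, cut at about 59% in these data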;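 further: 0% = DMSO wells with substrate and 100% = DMSO wells lacking glucose-6-phosphate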
SENP8 block-1: inhibitors of human SENP8 protease; purified SENP8, Z-RLRGG-aminoluciferin cleavage, luminescence; inhibition, % at 10 µM; 1.2% of 330,000 active; AID 2540; in the data active means inhibition above about 50%
Target sequence (Q96LD8 whole entry, looked up): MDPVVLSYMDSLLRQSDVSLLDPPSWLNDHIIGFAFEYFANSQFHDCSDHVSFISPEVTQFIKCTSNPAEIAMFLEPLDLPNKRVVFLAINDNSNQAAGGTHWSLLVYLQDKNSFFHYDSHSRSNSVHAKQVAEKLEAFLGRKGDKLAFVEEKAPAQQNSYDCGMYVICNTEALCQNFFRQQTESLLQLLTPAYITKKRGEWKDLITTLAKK
NLRP3 yeast inh: NALP3 inhibition in yeast; Yeast reconstituted NLRP3/ASC/caspase-1, beta-gal luminescence, 24 h; inhibition, % at 10 µM; 0.39% of 330,000 active;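 active means inhibition of 50% or more; inactive means inhibition below 50%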;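 further: plate controls were induced DMSO wells for no effect and uninduced yeast grown without galactose for full effect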
SENP1 inh: blocks the human SENP1 SUMO protease catalytic domain; 0.21% of 360,000 active; inhibition, % at 10 µM; recombinant SENP1 catalytic domain, CyPet-SUMO1-YPet FRET cleavage; Q9P0U3;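 active means inhibition at least 30% at 10 µM, raw YFP signal under a set limit, fluorescence ratio 0.5 to 1.5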;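 further: 0% = enzyme with DMSO and 100% = no enzyme wells; some results filed as inactive read as strong as hits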
Target sequence (Q9P0U3 419-644 limits assumed): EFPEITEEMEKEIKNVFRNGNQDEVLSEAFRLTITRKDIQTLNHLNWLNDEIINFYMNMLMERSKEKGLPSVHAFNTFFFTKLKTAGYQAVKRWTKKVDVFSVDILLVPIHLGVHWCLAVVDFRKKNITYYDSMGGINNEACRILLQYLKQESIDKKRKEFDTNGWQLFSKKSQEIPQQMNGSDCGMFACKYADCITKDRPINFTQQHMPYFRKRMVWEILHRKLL
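Assay system: hSENP1 catalytic domain, recombinant. Amount: SENP1 enzyme, 20 pM final. Schedule: 50 min reaction, RT, dark. Technique: FRET, CFP and YFP emission. Control set: no-enzyme wells low, DMSO-plus-enzyme wells high control.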
SENP7 inh: SENP7 protease inhibition; Q9BQF6; recombinant SENP7, Z-RLRGG-aminoluciferin luminescence, 40 min; inhibition, % at 5 µM; 1.5% of 330,000 active; AID 434973;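 active means inhibition above about 50% at the single test dose, limit read from the data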;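 further: plate controls were DMSO with enzyme for no effect and no enzyme buffer wells for full effect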
SENP6 block: SENP6 protease inhibition | Q9GZR1 | Recombinant SENP6 catalytic domain, aminoluciferin luminescence | inhibition, % at 10 µM | 1.8% of 330,000 active | AID 2599;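 active means inhibition above about 50% at the single tested dose, limit read from the data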;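 further: plate controls were DMSO wells with enzyme for no effect and DMSO wells lacking enzyme for full effect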
Target sequence (Q9GZR1 628-1112 limits assumed): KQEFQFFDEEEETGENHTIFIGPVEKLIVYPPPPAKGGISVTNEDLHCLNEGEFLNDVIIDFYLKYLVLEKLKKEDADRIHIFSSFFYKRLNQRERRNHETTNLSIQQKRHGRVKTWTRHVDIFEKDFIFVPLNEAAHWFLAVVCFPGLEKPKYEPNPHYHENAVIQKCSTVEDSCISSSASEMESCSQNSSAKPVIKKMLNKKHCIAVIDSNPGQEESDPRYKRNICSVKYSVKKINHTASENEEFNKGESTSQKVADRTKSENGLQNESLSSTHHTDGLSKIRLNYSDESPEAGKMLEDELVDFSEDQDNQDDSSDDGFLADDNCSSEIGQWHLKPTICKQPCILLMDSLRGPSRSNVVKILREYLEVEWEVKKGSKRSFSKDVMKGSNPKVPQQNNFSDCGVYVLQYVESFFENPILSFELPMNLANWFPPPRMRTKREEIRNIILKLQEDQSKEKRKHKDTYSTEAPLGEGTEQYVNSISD
SENP8 block-2: SENP8 (human) protease inhibition | Q96LD8 | recombinant SENP8, Nedd8 substrate fluorescence | inhibition, % at 20 µM | 0.64% of 360,000 active | AID 602440; in the data active means inhibition mostly above about 40%, no sharp cut-off; inactive means mostly below about 27%
Numbers without * were called inactive; i = inactive; . = not tested or not shown.

The opening 14 entries as a preview:
SMILES	Apaf-1 inh	HKDC1 inh	PfG6PD inh	SENP8 block-1	NLRP3 yeast inh	SENP1 inh	SENP7 inh	SENP6 block	SENP8 block-2
O=C1CCCC/C=C\C[C@H](CC(=O)N(CCO)Cc2ccccc2)C(=O)N[C@@H](Cc2ccccc2)CO1	8	-2	17	3	9	-3	-9	-24	5
CC(C)(C)c1ccc(-c2n[nH]c(=S)n2C2CCCC2)cc1	26	-3	25	-6	18	0	-10	-2	22
Cc1c(C(=O)Nc2ccc(F)c(F)c2)oc2ccc(S(=O)(=O)N3CCCCC3)cc12	1	-2	-5	-9	4	2	-16	-14	4
OC(CCCCN1CCCCC1)c1ccccc1 (stereo not drawn)	-4	-15	-3	6	12	2	3	-27	24
CCOc1ccccc1OCCOCCN1CCN(Cc2ccccc2)CC1	-3	-12	-26	6	14	0	2	-2	7
COc1ccc(CCNC(=O)C(=O)NCC2OCCN2S(=O)(=O)c2ccc(OC)c(C)c2)cc1 (stereo not drawn)	9	-6	11	-3	9	2	3	-2	8
Cc1sc2nc(CN3CCN(c4ccc(O)cc4)CC3)[nH]c(=O)c2c1C	3	14	79*	-7	-7	5	-4	-11	15
COc1ccc(OC)c(-c2csc(NC(=O)Cc3ccc(F)cc3)n2)c1	28	7	8	-11	28	0	-7	-28	6
O=C(COC(=O)c1ccc(Cl)nc1)Nc1ccc(N2CCCCC2)cc1	7	-7	19	5	4	-7	8	9	6
Cc1cc(O)c2c(CN3CCN(Cc4ccccc4)CC3)cc(=O)oc2c1	14	-2	11	-7	25	2	-10	-58	14
CCCc1nnc(SCC(=O)O)n1/N=C/c1ccc2c(c1)OCO2	-14	-11	-4	12	17	2	2	3	2
Cc1ccc(C(=O)C2COC(=O)C2)cc1 (stereo not drawn)	-20	-15	-4	2	-9	-5	1	-9	10
COc1cc(C(=O)NCc2ccc3c(c2)OCO3)ccc1OCc1c(C)noc1C	2	-3	-10	-8	5	1	-10	2	16
CC1CCC(N2CC(=O)N(Cc3ccc4c(c3)OCO4)C(c3ccc(F)cc3)C2=O)CC1 (stereo not drawn)	13	2	-8	-4	6	-1	-2	-18	30

The list itself, repeating the preview:
SMILES	Apaf-1 inh	HKDC1 inh	PfG6PD inh	SENP8 block-1	NLRP3 yeast inh	SENP1 inh	SENP7 inh	SENP6 block	SENP8 block-2
O=C1CCCC/C=C\C[C@H](CC(=O)N(CCO)Cc2ccccc2)C(=O)N[C@@H](Cc2ccccc2)CO1	8	-2	17	3	9	-3	-9	-24	5
CC(C)(C)c1ccc(-c2n[nH]c(=S)n2C2CCCC2)cc1	26	-3	25	-6	18	0	-10	-2	22
Cc1c(C(=O)Nc2ccc(F)c(F)c2)oc2ccc(S(=O)(=O)N3CCCCC3)cc12	1	-2	-5	-9	4	2	-16	-14	4
OC(CCCCN1CCCCC1)c1ccccc1 (stereo not drawn)	-4	-15	-3	6	12	2	3	-27	24
CCOc1ccccc1OCCOCCN1CCN(Cc2ccccc2)CC1	-3	-12	-26	6	14	0	2	-2	7
COc1ccc(CCNC(=O)C(=O)NCC2OCCN2S(=O)(=O)c2ccc(OC)c(C)c2)cc1 (stereo not drawn)	9	-6	11	-3	9	2	3	-2	8
Cc1sc2nc(CN3CCN(c4ccc(O)cc4)CC3)[nH]c(=O)c2c1C	3	14	79*	-7	-7	5	-4	-11	15
COc1ccc(OC)c(-c2csc(NC(=O)Cc3ccc(F)cc3)n2)c1	28	7	8	-11	28	0	-7	-28	6
O=C(COC(=O)c1ccc(Cl)nc1)Nc1ccc(N2CCCCC2)cc1	7	-7	19	5	4	-7	8	9	6
Cc1cc(O)c2c(CN3CCN(Cc4ccccc4)CC3)cc(=O)oc2c1	14	-2	11	-7	25	2	-10	-58	14
CCCc1nnc(SCC(=O)O)n1/N=C/c1ccc2c(c1)OCO2	-14	-11	-4	12	17	2	2	3	2
Cc1ccc(C(=O)C2COC(=O)C2)cc1 (stereo not drawn)	-20	-15	-4	2	-9	-5	1	-9	10
COc1cc(C(=O)NCc2ccc3c(c2)OCO3)ccc1OCc1c(C)noc1C	2	-3	-10	-8	5	1	-10	2	16
CC1CCC(N2CC(=O)N(Cc3ccc4c(c3)OCO4)C(c3ccc(F)cc3)C2=O)CC1 (stereo not drawn)	13	2	-8	-4	6	-1	-2	-18	30
COc1ccc(/C=C/C(=O)c2ccccc2)c(OC)c1	3	-5	9	-17	9	-61	-5	3	-53
Cc1cccc(C)c1NC(=O)CNC(=O)c1cccnc1	4	1	-11	-2	17	2	-8	7	11
Cc1cc(=O)[nH]c(SC(C(=O)O)c2ccccc2)n1 (stereo not drawn)	-31	-11	45	2	10	3	12	6	14
O=C(CSc1nc2ccccc2s1)NC1CCS(=O)(=O)C1 (stereo not drawn)	0	12	2	2	8	0	-3	8	2
Cc1ccc(CS(=O)(=O)CCC(=O)N2CCOCC2)cc1	-15	3	-2	0	-3	0	0	-6	6
c1ccc(-n2ncc3cccnc32)cc1	-13	-4	18	-5	4	-3	-10	-7	-204
O=C(CCc1nc2ccccc2c(=O)[nH]1)N1CCN(S(=O)(=O)c2ccc(Cl)c(C(F)(F)F)c2)CC1	2	1	12	-3	17	-2	3	-17	6
COc1ccc(-c2ccc3c(c2)[C@@H]2C[C@H](N(C)C(=O)Nc4ccccc4)[C@H]([C@H](C)O)C(=O)N2CC3)cc1	.	-4	15	.	.	-2	.	.	-24
O=c1o[nH]c(-c2ccccc2)c1C=Nc1ccc(Cl)cc1	-5	10	-14	-6	5	1	2	-12	-1
O=C(NNc1cccc(Cl)c1)c1cccnc1Cl	9	-3	20	-9	9	0	5	-12	13
COc1ccc(C2=CC(=O)C[C@H](c3ccc(OC)c(OC)c3)C2)cn1	6	2	-10	2	-8	2	7	-5	9
SMILES	Apaf-1 inh	HKDC1 inh	PfG6PD inh	SENP8 block-1	NLRP3 yeast inh	SENP1 inh	SENP7 inh	SENP6 block	SENP8 block-2
Cc1ccc2nc(N/C(N)=N/S(=O)(=O)c3ccc([N+](=O)[O-])cc3)nc(C)c2c1	12	10	-7	0	30	0	4	0	21
CC1=C(C(=O)Nc2cccc([N+](=O)[O-])c2)C2(CCC(C)CC2)OC1=O (stereo not drawn)	12	-7	-1	3	7	1	7	7	24
CN(CCOC(=O)/C=C/c1ccco1)Cc1ccccc1	3	-9	28	4	11	-5	8	-5	-1
c1cnc(Nc2nc(-c3ccc4ccccc4c3)cs2)nc1	-24	-15	-1	-14	10	2	16	-26	0
O=c1c2cc3c(nc2[nH]c(=S)n1-c1ccccc1)CCCC3	-10	-3	-8	-3	-8	0	2	-4	19
S=C1NCCc2ccc(Cl)cc2C1c1ccccc1Cl (stereo not drawn)	i	6	1	-7	-37	0	-10	-16	21
COc1ccccc1NC(=O)Cc1noc(CSc2nnc(N)s2)n1	-7	-7	2	-7	15	3	-1	11	-5
COc1ccc(CCN2CC(C(=O)Nc3cc(S(C)(=O)=O)ccc3Cl)CC2=O)cc1OC (stereo not drawn)	-2	0	-2	0	19	0	-4	-6	6
COc1ccc(CCNC(=O)CSc2nn3c(=O)c(C)nnc3s2)cc1OC	-8	-7	3	0	14	2	-13	1	15
CCN(CC)S(=O)(=O)c1ccc2c(c1)nc(CCC(=O)Nc1ccccc1Cc1ccccc1)n2CC	-15	18	2	-14	-3	-22	-6	-16	-2
O=C(NCCc1ccccc1)C1CCCN1C(=O)NCc1ccccc1 (stereo not drawn)	8	-6	-2	-4	4	-1	-7	-6	16
COC(=O)C1C(=O)C=C(N2CCOCC2)CC1(C)C (stereo not drawn)	-10	-3	14	1	14	1	-2	12	12
O=C(NCc1ccccc1)C1=C[C@H](c2ccc3c(c2)OCO3)C[C@H](OCCCCO)O1	12	3	13	-11	6	-4	2	-1	-39
O=S(=O)(NCc1ccco1)c1ccc(Cl)s1	3	-5	11	-5	2	0	-14	2	-4
CCCC(=O)N(Cc1cc(=O)[nH]c2ccccc12)c1cccc(C)c1	19	-4	7	0	7	-1	1	-28	-15
COCCCNC(=S)N/N=C/c1ccc(OC)c(Br)c1	-7	0	-2	-13	9	1	11	-15	15
O=C(NC(=S)Nn1cnc2c(cnn2-c2ccccc2)c1=O)c1ccccc1	5	3	-23	-2	20	0	13	8	6
COc1ccc(CSc2ccc(S(=O)(=O)N3CCCCC3)cn2)cc1F	0	-9	-1	7	10	2	1	20	-2
O=C1NC(=Nc2cccnc2)S/C1=C/c1ccc(F)cc1	-18	9	-29	7	11	10	2	-1	12
CS(=O)(=O)N(Cc1ccc(Cl)cc1)c1ccc(C(=O)N2CCN(c3ccccc3)CC2)cc1	21	4	16	-2	6	2	6	10	11
O=C(Cc1ccc([N+](=O)[O-])cc1)N1N=C(c2ccncc2)CC1(O)C(F)(F)F (stereo not drawn)	-6	-5	-4	1	11	0	7	11	15
COc1ccc(OCC(=O)NCCCN2CCOCC2)cc1	11	-3	-18	-4	3	3	-12	-7	29
CS(=O)(=O)N1CC(C(=O)NC2CC2)Oc2ccc(Cl)cc21 (stereo not drawn)	-1	-1	8	-4	-12	0	-3	-5	15
c1ccc(-n2ncc3c(N4CCC5(CC4)OCCO5)ncnc32)cc1	-5	7	-3	0	10	0	-7	-9	13
Cc1ccccc1C(=O)N1CCCC(CCC(=O)N2CCN(c3ccccn3)CC2)C1 (stereo not drawn)	2	1	-13	7	6	3	-3	4	-29
SMILES	Apaf-1 inh	HKDC1 inh	PfG6PD inh	SENP8 block-1	NLRP3 yeast inh	SENP1 inh	SENP7 inh	SENP6 block	SENP8 block-2
CCO/N=C(/C)c1c(O)cc(C(C)(C)C)n(-c2ccccc2)c1=O	-5	-2	-3	3	14	-10	0	2	-3
COc1cccc(N2CC(C)Cn3c2nc2c3c(=O)[nH]c(=O)n2C)c1 (stereo not drawn)	-2	-3	8	7	12	4	2	16	15
COc1ccccc1C(CNC(=S)NCc1ccccc1)N1CCCC1 (stereo not drawn)	-6	-6	-4	-1	4	3	-8	4	15
COCCNC(=O)Nc1ccc2nc(-c3cccs3)c(-c3cccs3)nc2c1	14	7	-8	17	-4	-20	10	9	-486
COc1ccc(-c2nnc(SCC(=O)NC3CCCCC3)n2N)cc1	6	-3	0	11	6	1	-4	1	1
NS(=O)(=O)c1cccc(NC(=O)c2cccnc2Oc2ccccc2)c1	-25	-1	-6	-5	10	1	3	-21	21
CCNS(=O)(=O)c1ccc(NC(=O)c2ccccc2SCCOC)cc1	-6	-12	16	0	20	-1	-1	-7	22
